From PubChem BioAssay
TTR transcr act: activators of transthyretin transcription; SH-SY5Y TTR promoter Gaussia luciferase, luminescence; 100% = recombinant luciferase protein wells; activation, % at 16.7 µM; 1.3% of 92,000 active; AID 1117267;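 active means activation above the mean of all tested compounds plus 3 SD, cut at about 9.5% in these data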;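 further: cells exposed to compounds for one day before reading; 0% = median of all test compound wells on the plate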
Numbers without * were called inactive. Only part of the results is shown. The share of hits here may be higher or lower than overall.

SMILES	TTR transcr act
O=C1CN(CC(=O)Nc2cccc(Cl)c2Cl)c2ccccc2N1	-1.3
CCOc1cccc(NC(=O)c2ccc(S(=O)(=O)N3CCCC3)cc2)c1	-1.2
C[C@@H]1CN([C@@H](C)CO)C(=O)c2cc(NC(=O)C3CCCCC3)ccc2O[C@@H](C)CCCCO[C@@H]1CN(C)C(=O)CCCN(C)C	-1.6
O=C1OCC/C1=C\NCCCCCCCCN/C=C1\CCOC1=O	0.2
N#Cc1c(NC(=O)C2CC(c3c(F)cccc3Cl)=NO2)sc2c1CCC2 (stereo not drawn)	-0.9
Cc1ccccc1NC(=S)N1CCN(Cc2ccccc2)CC1	-2.3
CC(C)(C)c1[nH]ncc1[N+](=O)[O-]	1.4
O=C(O)C1Nc2c(O)cc(Cl)c([N+](=O)[O-])c2C2C=CCC12 (stereo not drawn)	-1.1
O=C(N/N=C/c1ccco1)C1CC1(c1ccccc1)c1ccccc1 (stereo not drawn)	0.7
CC(C)C(NC(=O)[C@H](Cc1ccccc1)NC(=O)OCc1ccccc1)P(=O)(O)OC(Cc1ccccc1)C(=O)O (stereo partly drawn)	1.2
Cc1ccc(S(=O)(=O)N2C(=O)CCC2C(N)=O)cc1 (stereo not drawn)	-1.4
OCCNCCCCOc1cccc(Br)c1	3.7
CCOc1ccc(-n2c(SCC(=O)NC)nnc2-c2ccco2)cc1	-1.0
COc1cccc(S(=O)(=O)N2CCN(c3ccccc3F)CC2)c1	-0.2
C=CCc1ccc(OCC(O)CN2CCN(Cc3ccc(Cl)cc3)CC2)c(OC)c1 (stereo not drawn)	1.3
COc1ccccc1NC(=S)N(Cc1ccc(Cl)cc1)CC1CCC(C(=O)O)CC1 (stereo not drawn)	-0.5
COc1ccc(N2CCN(Cc3nc4scc(-c5ccccc5)c4c(=O)[nH]3)CC2)cc1	-0.3
O=C(CN1C(=O)NC2(CCCC2)C1=O)NCCc1ccccc1	-0.9
CCOC(=O)c1cnc2nc(COc3ccccc3)[nH]n2c1=O	0.5
COC(=O)C1=C(C)NC(=O)NC1c1ccccc1 (stereo not drawn)	0.3
COc1ccc(OC)c(C2C3=C(CCCC3=O)NC3=C2C(=O)CCC3)c1	-0.7
COc1ccc(-c2c[n+]3c(n2-c2ccccc2)SCC3)cc1OC	0.5
O=S1(=O)CCO[C@H]2Cc3ccccc3[C@H]2N1Cc1ccccc1Br	5.5
O=C1/C(=C/c2cccnc2)CCC/C1=C\c1cccnc1	-6.4
O=C(O)COc1ccc(NC(=O)c2ccc3c(c2)C(=O)N(CC2CCCO2)C3=O)cc1 (stereo not drawn)	-0.1
Carrying on:
SMILES	TTR transcr act
O=c1c2ccccc2nc2n1CCN2	1.7
CCN(CC)S(=O)(=O)c1ccc(C(=O)OCn2c(SC)nnc(C)c2=O)cc1	1.7
O=C(C=Cc1ccc2c(c1)OCO2)c1ccccc1	0.2
CN(C)c1ccc(/C=N/n2c(-c3ccccc3Br)n[nH]c2=S)cc1	0.1
O=C(NNC(=O)c1ccc2ccccc2c1)c1ccc(Cl)c(Cl)c1	-1.1
O=c1[nH]c(-c2ccc(F)cc2)nc2c1sc(=S)n2-c1ccccc1	1.9
O=C(Nc1cccnc1)c1ccc(Oc2ccccc2)cc1	6.2
COC(=O)CN1C(=O)N/C(=C/c2cc(Cl)c(OC)c(OC)c2)C1=O	-2.0
O=C(O)c1ccccc1C(=O)N1CCN(S(=O)(=O)c2cccc(C(F)(F)F)c2)CC1	2.3
O=C(Nc1nc(-c2ccccn2)cs1)C1COc2ccccc2O1 (stereo not drawn)	-1.3
O=C(NC(=S)N1CCN(C2CCCCC2)CC1)c1ccccc1	1.9
CCNC(=O)CC1C(=O)N(c2ccc(F)cc2)C(=O)N1CCc1sccc1C (stereo not drawn)	-0.7
COc1ccc(-c2cc(-c3cccnc3)c(C#N)c(N)n2)cc1	3.4
O=C(CSc1nnc(CNc2ccc(F)cc2)n1Cc1ccco1)N1CCCC1	4.4
CCC(c1nnnn1Cc1ccc2c(c1)OCO2)N1CCN(c2ccc(OC)cc2)CC1 (stereo not drawn)	-1.8
COc1ccc(CNC(=O)Cn2c(=O)n(CCC(=O)N3CCCCC3)c(=O)c3sccc32)cc1	-1.1
CCCCCc1nnc(N)s1	-0.2
CN(C)Cc1cc(C(C)(C)c2cc(CN(C)C)c(O)c(CN(C)C)c2)cc(CN(C)C)c1O	1.4
O=S(=O)(NC1=NCCCCC1)c1ccc(Cl)cc1	-0.9
CCCCNC(=O)CCC(=O)N1CCN(C(c2ccccc2)c2ccccc2)CC1	-1.6
Cc1cccc(NC(=S)N(CCN(C)C)C(C)c2ccccn2)c1 (stereo not drawn)	1.9
COc1ccc(NC(=O)CN(Cc2ccccc2)S(C)(=O)=O)cc1OC	2.7
CSCCC(NS(=O)(=O)c1ccc2c(c1)c(=O)n(C)c(=O)n2C)C(=O)NC1CCN(Cc2ccccc2)CC1 (stereo not drawn)	-2.2
O=C(Nc1cc(Cl)cc(Cl)c1)N1CCN(C(=O)C2CCCO2)CC1 (stereo not drawn)	2.6
COc1cc2cc(C(=O)O)[nH]c2c(OC)c1OC	4.7
Next section:
SMILES	TTR transcr act
COc1ccc(N2C(=O)CC(Sc3n[nH]c(-c4ccccc4)n3)C2=O)cc1 (stereo not drawn)	-0.9
Cc1ccc(Cl)cc1N1CCN(S(=O)(=O)c2c(C)[nH]c(C)c2C(=O)N2CCCCC2)CC1	0.5
CC1CC(OCC(O)CN2CCOCC2)CC(C)(C)C1 (stereo not drawn)	0.4
COCCn1c(SCc2ccc(C)cc2)nc2c1c(=O)[nH]c(=O)n2C	-0.4
COC(=O)[C@@]1(Cc2ccc(F)cc2)[C@H]2c3cc(C(=O)N4CCCC4)n(Cc4ccc(C(F)(F)F)nc4)c3C[C@H]2CN1C(=O)c1ccccc1	0.1
O=C(CNC(=O)c1cccc(Br)c1)N/N=C/c1ccc[nH]1	-1.9
COc1cccc(NC(=O)c2ccc3nc(C)sc3c2)c1	0.0
CC(C)C[C@H](NC1(C(=O)NCCc2c[nH]c3ccccc23)CCC1)C(=O)NCCCc1ccccc1	-1.5
COc1cc(OC)cc(C(=O)Nc2nnc(Cc3ccc(OC)c(OC)c3)s2)c1	1.0
COc1ccc(S(=O)(=O)N2CCN(CC(=O)NC3CC3)CC2)cc1	4.2
C[C@H](NC(=O)c1ccco1)C(=O)Nc1cccc([N+](=O)[O-])c1	0.9
Cc1cccc(N2CCN(Cc3ccoc3)CC2)c1C	-1.5
Cc1nc(C)c(C(=O)OCC(=O)Nc2ccc(C)c(C)c2)s1	0.8
O=C(Nc1ccc2c(c1)OCCO2)C(c1ccnc2ccccc12)n1c(=O)c(-c2ccco2)nc2ccccc21 (stereo not drawn)	2.0
O=C(Nc1ccc2c(c1)OCO2)c1cccc(F)c1	3.6
O=C(C1CC1)N1CCc2cc(Br)cc(S(=O)(=O)N3CCCCCC3)c21	-2.1
COCCCN1C(=O)C(CC(=O)NC2CCCCC2)CC(C(=O)N(C(C)C)C(C)C)=C1C (stereo not drawn)	1.5
COc1ccc(-n2c(SCc3ccc([N+](=O)[O-])cc3)nnc2-c2ccc(C)cc2)cc1	-1.9
COc1ccc(CCNC(=O)Cn2cc(C(F)(F)F)cc(Cl)c2=O)cc1	1.0
CC(C)C[C@@H](COCc1ccc(F)cc1)N1CCN(C(=O)c2cccc(C(F)(F)F)c2)CCC1=O	3.9
Cc1cc(C)c(C#N)c(Nc2ccc3c(c2)OCCO3)n1	4.3
Cc1cc2c(=O)n(Cc3ccco3)c(SCC(=O)c3ccc(Cl)s3)nc2s1	-1.8
O=C(O)Cc1c[nH]c2cccc(O)c12	-1.0
COc1ccc(-c2nc(SC(CC(=O)NCc3ccccc3)c3ccc(OC)c(OC)c3)n[nH]2)cc1 (stereo not drawn)	1.1
CCOC(=O)c1c(-c2ccccc2)csc1NC(=O)c1cc(-c2ccccc2OC)on1	-0.4
Additional records follow.
SMILES	TTR transcr act
O=C(/C=C/c1ccco1)NCc1ccc2c(c1)OCO2	-0.8
C[C@H]1[C@@H](NS(=O)(=O)c2ccccc2[N+](=O)[O-])CC[C@@]23CCCN2C(=O)CCC[C@@H]13	-0.8
O=[N+]([O-])c1ccc(/C=N/NC2=NS(=O)(=O)c3ccccc32)cc1	-0.2
CCn1c(C)c(C(C)=O)c(N2CCN(C(=O)c3ccco3)CC2)nc1=S	1.8
C[C@H](CO)N1C[C@H](C)[C@@H](CN(C)C(=O)Nc2ccccc2)Oc2ccc(NC(=O)Cc3ccccc3)cc2C1=O	1.4
Cc1cccc(C)c1-n1nnnc1C1(C)CCC(=O)N1CC1CCCCC1 (stereo not drawn)	0.2
CCN(c1ccccc1)S(=O)(=O)c1ccc(OC)c(NC(=O)CNCCc2ccccc2)c1	-1.4
CCOC(=O)C1CCCN(C(=O)C(CCSC)NC(=O)COc2ccccc2)C1 (stereo not drawn)	0.8
Oc1ccc(NCc2ccccc2OCc2ccccc2)cc1	0.3
CC(C)n1nc(C(=O)Nc2nnc(SCc3c(Cl)cccc3Cl)s2)c2ccccc2c1=O	-0.9
Cc1ccc(Nc2ccc([N+](=O)[O-])cn2)cc1Cl	0.9
CCOC(=O)c1c(NC(=O)COC(=O)c2ccncc2)sc(C)c1C	-1.0
CC(C)(C)NC(=O)Nc1ccc(Br)cc1	1.3
CCOC(=O)C(NC(C)=O)(N1CCc2ccccc2C1)C(F)(F)F (stereo not drawn)	2.7
O=C(CCC1CCCCC1)NCCN1C2=NC[C@@H](Cc3ccccc3)N2C[C@H]1Cc1ccc(O)cc1	1.1
N#Cc1c2n(c3c(=S)nc[nH]c13)CCCCC2	1.4
Cc1ccc(OCC(=O)N/N=C/c2cn(Cc3ccccc3)c3ccccc23)cc1	5.6
CC1CCCC(NC(=S)NC(=O)c2cncc(Br)c2)C1C (stereo not drawn)	2.7
Cc1ccc(S(=O)(=O)N(C)c2ccc(OCC(=O)OCc3ccc(C#N)cc3)cc2)cc1	0.2
CCN(C[C@H]1N[C@@](Cc2ccccc2)(C(=O)OC)[C@H]2C(=O)N(Cc3ccccc3)C(=O)[C@@H]12)C(=O)c1ccccc1	-1.1
COC(=O)c1ccc(CSC2=NC[C@@H]3[C@@H]4C(=O)N(C)C(=O)[C@@H]4[C@](C)(C(=O)OC)N23)cc1	0.8
O=C(CSc1ccc(Cl)cc1)Nc1ccccc1	-0.7
COC(=O)c1sccc1NC(=O)CC1NCCNC1=O (stereo not drawn)	-0.8
O=[N+]([O-])c1cccc(S(=O)(=O)NCc2ccccn2)c1	-0.4
O=c1oc2cc(OCc3ccc(F)cc3F)ccc2cc1-c1ccccn1	-0.3
(next part)
SMILES	TTR transcr act
Cc1ccnc(NC(=O)c2cc(S(=O)(=O)N3CCCCC3)ccc2Cl)c1	-1.6
CC(=O)c1ccc(-n2nncc2C(C)(C)C)cc1	-2.9
Cc1cccc(C)c1NC(=O)COC(=O)c1cc(=O)[nH]c2ccccc12	-1.9
CC1(c2ccccc2)NC(=O)N(CC(=O)Nc2cccc(/C=C/c3ccccn3)c2)C1=O (stereo not drawn)	-0.3
Cc1ccc(C(=O)NCC(=O)N2CCN(c3cccc(Cl)c3)CC2)s1	0.5
Cc1cc(C)c2c(n1)sc1c(N3CCN(C)CC3)ncnc12	0.0
Cc1ccc(S(=O)(=O)N2CCCCC2)cc1C(=O)N1CCN(c2ccccn2)CC1	-0.6
C=CCOc1c(Cl)cc(CNc2nccs2)cc1OC	1.7
CN(c1ccccc1)S(=O)(=O)c1cc(C(=O)OCC(=O)N2CCN(C(=O)c3ccco3)CC2)ccc1Cl	-1.3
Cn1nc(C(=O)OCC(=O)NCc2ccc(Cl)cc2Cl)c2ccccc2c1=O	-0.6
CCOc1ccccc1NC(=O)COc1ccc(S(=O)(=O)N2CCCC2)cc1	16*
CCCCN1CC(O)=C(c2nc(-c3ccc(Cl)cc3)cs2)C1=N	5.7
CS(=O)(=O)N(CC(=O)Nc1ccc(C(N)=O)cc1)C1CCCCC1	-1.6
O=C1CNC(=S)N1c1nc(-c2ccccc2)cs1	0.3
CCOC(=O)N1CCC(Nc2nc3ccccc3n3cnnc23)CC1	-1.3
COc1ccc(C(=O)Nc2ccnn2C2CCN(Cc3cn(C)nc3C)CC2)cc1	-1.2
COc1ccccc1CC(=O)Nc1ccc(S(=O)(=O)N2CCCC2)cc1	1.0
Cc1cccc(CN(Nc2ccccc2)c2ccccc2)n1	-1.6
CC(=O)NC(Cc1ccccc1C)C(=O)NC1CCN(c2ncccc2[N+](=O)[O-])CC1 (stereo not drawn)	6.6
Cc1ccc(NC(C(=O)c2ccccc2)c2ccccc2)cc1 (stereo not drawn)	-1.7

Ordered by formula weight (low to high): part of the list above
SMILES	TTR transcr act
CC(=O)c1ccc(-n2nncc2C(C)(C)C)cc1	-2.9
O=C1CNC(=S)N1c1nc(-c2ccccc2)cs1	0.3
Cc1cccc(CN(Nc2ccccc2)c2ccccc2)n1	-1.6
Cc1ccc(NC(C(=O)c2ccccc2)c2ccccc2)cc1 (stereo not drawn)	-1.7
Cc1cc(C)c2c(n1)sc1c(N3CCN(C)CC3)ncnc12	0.0
CCCCN1CC(O)=C(c2nc(-c3ccc(Cl)cc3)cs2)C1=N	5.7
Cc1cccc(C)c1NC(=O)COC(=O)c1cc(=O)[nH]c2ccccc12	-1.9
O=c1oc2cc(OCc3ccc(F)cc3F)ccc2cc1-c1ccccn1	-0.3
COc1ccccc1CC(=O)Nc1ccc(S(=O)(=O)N2CCCC2)cc1	1.0
Cc1ccc(C(=O)NCC(=O)N2CCN(c3cccc(Cl)c3)CC2)s1	0.5
Cc1ccnc(NC(=O)c2cc(S(=O)(=O)N3CCCCC3)ccc2Cl)c1	-1.6
CCOc1ccccc1NC(=O)COc1ccc(S(=O)(=O)N2CCCC2)cc1	16*
COc1ccc(C(=O)Nc2ccnn2C2CCN(Cc3cn(C)nc3C)CC2)cc1	-1.2
Cn1nc(C(=O)OCC(=O)NCc2ccc(Cl)cc2Cl)c2ccccc2c1=O	-0.6
CC(=O)NC(Cc1ccccc1C)C(=O)NC1CCN(c2ncccc2[N+](=O)[O-])CC1 (stereo not drawn)	6.6
CC1(c2ccccc2)NC(=O)N(CC(=O)Nc2cccc(/C=C/c3ccccn3)c2)C1=O (stereo not drawn)	-0.3
Cc1ccc(S(=O)(=O)N2CCCCC2)cc1C(=O)N1CCN(c2ccccn2)CC1	-0.6
CN(c1ccccc1)S(=O)(=O)c1cc(C(=O)OCC(=O)N2CCN(C(=O)c3ccco3)CC2)ccc1Cl	-1.3

Entries listed above that bear a hit mark in TTR transcr act.
SMILES	TTR transcr act
CCOc1ccccc1NC(=O)COc1ccc(S(=O)(=O)N2CCCC2)cc1	16*
